RGS4 act: potentiators or activators of RGS4; HEK293 M3R/inducible RGS4, carbachol calcium flux Fluo4; active compounds read low; B-score at 10 µM; 0.92% of 310,000 active;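 active = B-score of the integrated calcium signal more than 4 SD below the library mean, with starting fluorescence not abnormally high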;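 also: negative B-score means reduced calcium response which marks RGS4 activation or potentiation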
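System – HEK293 FlpIn-TREx cells, stable M3R, doxycycline-inducible RGS4 · Reagent – ECmax carbachol challenge · Times – compound preincubation 20 min at room temperature before agonist · Technique – Fluo4 fluorescence kinetic imaging of calcium · Measure – B score of integrated Fluo4 ratio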
HDAC3 inh: blocks human histone deacetylase 3. recombinant HDAC3, fluorogenic peptide/trypsin coupled, fluorescence. inhibition, % at 8.3 µM. 0.15% of 320,000 active. AID 2718; in the data active = inhibition above about 26%, passing the limit was not always enough
Target sequence (O15379 whole entry, looked up): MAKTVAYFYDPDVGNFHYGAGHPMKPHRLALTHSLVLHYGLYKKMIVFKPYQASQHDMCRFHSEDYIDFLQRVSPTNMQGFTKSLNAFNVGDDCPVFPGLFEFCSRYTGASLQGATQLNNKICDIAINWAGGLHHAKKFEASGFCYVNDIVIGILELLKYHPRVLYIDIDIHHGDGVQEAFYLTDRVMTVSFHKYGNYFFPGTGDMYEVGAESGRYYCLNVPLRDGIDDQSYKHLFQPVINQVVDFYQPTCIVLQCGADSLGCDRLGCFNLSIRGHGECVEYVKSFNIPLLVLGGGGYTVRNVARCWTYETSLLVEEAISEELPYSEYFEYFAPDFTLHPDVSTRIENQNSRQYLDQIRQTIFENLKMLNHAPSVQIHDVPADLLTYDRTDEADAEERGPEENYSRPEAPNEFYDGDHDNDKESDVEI
RGS4 inh: inhibitors of human RGS4 | P49798 | HEK293 M3R/RGS4 inducible, Fluo-4 calcium flux; active compounds read high; triggered by carbachol at its EC20 | B-score at 10 µM | 0.45% of 310,000 active | AID 463165;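 active = B-score, a plate-corrected calcium signal, over three deviations above library mean, with baseline fluorescence within five deviations of library mean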;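 also: RGS4 expression induced by doxycycline in cells with stable M3 receptor; B-score is computed from the integrated fluorescence ratio over baseline after carbachol; higher B-score means a larger calcium signal and so more RGS4 inhibition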
Target sequence (P49798 whole entry, looked up): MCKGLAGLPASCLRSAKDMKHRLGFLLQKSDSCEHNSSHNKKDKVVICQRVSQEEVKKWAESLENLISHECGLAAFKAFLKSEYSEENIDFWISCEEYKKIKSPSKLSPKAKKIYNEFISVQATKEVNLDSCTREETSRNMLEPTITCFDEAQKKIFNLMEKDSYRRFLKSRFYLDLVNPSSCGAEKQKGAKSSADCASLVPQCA
ANO1 block: blocks the mouse calcium-activated chloride channel TMEM16A; Q8BHY3; HEK293 TMEM16A/YFP iodide influx fluorescence, ionomycin; normalized B-score (activity score, 25-100; higher = stronger inhibition) at 10 µM; 1.2% of 310,000 active;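 active = ratio plate-corrected score three or more library SD toward inhibition, starting fluorescence score within five deviations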;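 also: score derived from kinetic fluorescence span divided by baseline fluorescence per well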
KCNK3 block: human KCNK3 channel inhibition, primary screen. CHO-KCNK3 thallium flux, FluxOR fluorescence; active compounds read low. O14649. 0.84% of 340,000 active. AID 602410. B-score at 10 µM;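 active = B-score under library mean minus 4 SD, starting fluorescence ratio at most library mean plus 5 SD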;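 also: more negative B-score means stronger inhibition of thallium flux through KCNK3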
Target sequence (O14649 whole entry, looked up): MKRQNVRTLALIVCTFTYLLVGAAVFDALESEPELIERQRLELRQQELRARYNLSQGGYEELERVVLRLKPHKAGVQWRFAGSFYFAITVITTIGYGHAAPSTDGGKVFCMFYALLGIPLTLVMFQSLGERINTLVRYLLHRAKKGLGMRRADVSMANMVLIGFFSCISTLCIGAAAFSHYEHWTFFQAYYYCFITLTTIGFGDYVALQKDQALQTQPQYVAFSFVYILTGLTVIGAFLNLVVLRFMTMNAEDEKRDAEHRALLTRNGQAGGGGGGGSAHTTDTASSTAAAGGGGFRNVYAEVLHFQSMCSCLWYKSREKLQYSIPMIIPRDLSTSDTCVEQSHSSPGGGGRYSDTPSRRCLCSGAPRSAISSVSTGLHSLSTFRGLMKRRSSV
SKKanGAS inh: SKKanGAS growth inhibition; S. pyogenes SKKanGAS, kanamycin growth, BacTiter-Glo, 6 h; inhibition, % at 7.5 µM; 1.3% of 300,000 active;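 active = mean replicate score, as percent of positive control median, at least 50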;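 also: strain carries kanamycin resistance gene driven by streptokinase promoter and grows in 40 µg/ml kanamycin; loss of luminescence reflects streptokinase promoter inhibition or plain growth inhibition; 0% = median of DMSO wells and 100% = positive control at its reference dose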
TMEM16A act: mouse TMEM16A channel activation, primary screen. B-score at 10 µM. AID 623877. 0.3% of 340,000 active. HEK293 TMEM16A/YFP-H148Q/I152L, iodide quench fluorescence; active compounds read low;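 active = fluorescence-ratio B-score plate-corrected deviation score at least 3 library SD below zero, with starting fluorescence score within 5 deviations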;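 also: channel opened by trigger with iodide after compound preincubation; score built on the fluorescence ratio of max minus min over baseline; more negative score means more quench and so TMEM16A activation or potentiation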
KCNQ1 block: human KCNQ1 channel inhibition | 1.3% of 310,000 active | B-score at 10 µM | P51787 | CHO-K1 KCNQ1, FluxOR thallium flux fluorescence; active compounds read high;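 active = compounds whose thallium flux B-score, printed positive for inhibition, exceeds three library SD while starting fluorescence stays within three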;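 also: channel opened by potassium depolarization with thallium stimulus after 20 min compound exposure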
KCNK9 inh: inhibitors of human KCNK9 two-pore domain potassium channel; AID 488922; HEK293 KCNK9, FluxOR thallium flux fluorescence; active compounds read low; B-score at 10 µM; Q9NPC2; 1.2% of 310,000 active;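 active = ratio B-score over 3 SD below the library mean, with starting fluorescence within 5 SD of its mean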;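 also: negative B-score means less thallium flux so channel inhibition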
KCNQ1 act: potentiators or activators of human KCNQ1 potassium channel; P51787; 0.35% of 310,000 active; B-score at 10 µM; CHO-K1 KCNQ1, thallium flux FluxOR fluorescence; active compounds read high; AID 2648;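 active = fluorescence ratio B-score, a plate-corrected score, at least three library SD, with initial intensity B-score within 5 SD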
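assay system = KCNQ1-transfected CHO-K1 cells | medium = assay buffer with matched DMSO | probe or stimulus = depolarizing K+/Tl+ stimulus, K2SO4 and Tl2SO4 each 12.5 mM in 5x stock | dosing = single dose | incubation = dye 90 min, compound 20 min, room temperature | detection = kinetic FluxOR fluorescence, 10 s baseline plus 110 s post-stimulus | evaluation = ratio B score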
hERG rescue: compounds protecting human hERG from proarrhythmic drug block | Q12809 | CHO-hERG, FluxOR thallium flux, dofetilide IC70 present | AID 1511 | 0.51% of 310,000 active | activation (rescue from dofetilide block), less the hit threshold, % at 10 µM;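 active = activation above the mean of controls blocked by dofetilide plus 5 SD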;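 also: thallium influx through hERG after potassium depolarization seen as dye fluorescence rise; in these data hits start at about 4.7%; inactives centre near -7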
Active calls of the source: *; i = inactive; · = not tested or not shown. An unsorted share of the library. Share with any hit: about 6.3%.

SMILES	RGS4 act	HDAC3 inh	RGS4 inh	ANO1 block	KCNK3 block	SKKanGAS inh	TMEM16A act	KCNQ1 block	KCNK9 inh	KCNQ1 act	hERG rescue
Cc1ccc2nc3c(cc(C(=O)NCCc4ccccc4)c(=N)n3CCN3CCOCC3)c(=O)n2c1	i	-67.6	i	i	i	-1.8	i	i	i	i	-15.6
O=C(NCCc1ccccc1)c1ccnc(/C=N/O)c1	i	2.4	i	i	i	1.2	i	i	i	i	-7.4
CC(NC(=O)CNC(=O)C1CCCCC1)c1ccc(S(N)(=O)=O)cc1 (stereo not drawn)	i	-1.1	i	i	i	-4.3	i	i	i	i	-8.8
COc1cccc(OC)c1-c1nnc(-c2cn(C)c3ccccc23)o1	i	-30.9	i	i	i	2.1	i	i	i	i	-5.7
CCc1nn(C(C)C(=O)N2CC(C)CC(C)C2)c(=O)c2cc3occc3n12 (stereo not drawn)	i	4.9	i	i	i	-3.0	i	i	i	i	-8.2
COc1ccc(OC)c2[nH]c(=O)c(CCNC(=O)c3ccc(S(=O)(=O)N4CCCCC4)cc3)cc12	i	2.2	i	i	i	11.7	i	i	i	i	-9.7
CCN(CC)S(=O)(=O)c1cccc(C(=O)NC2CCCCC2)c1	i	2.7	i	i	i	1.6	i	i	i	i	-11.8
O=C1CC(C(=O)N2CCC(N3CCC(C(=O)NC4CC4)CC3)CC2)c2ccccc21 (stereo not drawn)	i	3.4	i	i	i	11.4	i	i	i	i	-15.2
OC(CNc1nc(-c2cccnc2)nc2ccccc12)c1ccccc1 (stereo not drawn)	i	-0.5	i	i	i	1.7	i	i	i	i	-17.6
CCCCNC(=O)c1ccccc1NC(=O)CN(c1ccccc1)S(=O)(=O)N(C)C	i	2.3	i	i	i	-0.4	i	i	i	i	-4.5
CC(C)C(NS(=O)(=O)c1cccc2nsnc12)C(=O)NCc1ccco1 (stereo not drawn)	i	-4.4	i	i	i	-2.1	i	i	i	i	-11.2
Cc1ccc(/C=C/S(=O)(=O)NCC(=O)OCC(=O)N2CC(=O)Nc3ccccc32)cc1	i	·	i	i	i	-9.4	i	i	i	i	-8.2
O=c1c2cc(NC(=S)N3CCCCC3)ccc2nc2n1CCCCC2	i	4.5	i	i	i	-0.8	i	i	i	i	-10.7
O=C1CC2(CCN(C(=O)c3ccc(F)cc3)CC2)Oc2ccccc21	i	-9.8	i	i	i	-0.2	i	i	i	i	-8.5
COc1cc(/C=N/NC(=O)CNC(=O)c2cccs2)ccc1O	i	1.1	i	i	i	-2.0	i	i	i	i	-3.7
Cc1cc2[nH]c(=O)c(=O)[nH]c2cc1S(=O)(=O)N1CCN(c2cccc(C)c2C)CC1	i	0.3	i	i	i	2.4	i	i	i	i	3.3
O=C(CS(=O)CC(=O)N(CC(=O)NC1CCCC1)c1ccccc1F)Nc1ccc(F)cc1 (stereo not drawn)	i	1.5	i	i	i	-2.5	i	i	i	i	-5.3
CC(C)CCN1CCN(Cc2cccs2)CC1CCO (stereo not drawn)	i	·	i	i	i	-2.8	i	i	i	i	-3.4
CN(C)NC(=O)c1ccsc1NC(=O)c1ccc(S(=O)(=O)N(C)C)cc1	i	10.8	i	i	i	1.1	i	i	i	i	-16.3
CC(=O)Nc1ccc(C(=O)OCC(=O)NC(=O)NC(C)(C)C)cc1	i	-6.4	i	i	i	-0.5	i	i	i	i	-8.4
O=C(CN1C(=O)C2CCCCN2C(=O)c2ccccc21)Nc1ccc(F)cc1 (stereo not drawn)	i	-6.4	i	i	i	4.5	i	i	i	i	-11.0
CCOc1ncccc1C(=O)Nc1ccc(C)cn1	i	4.1	i	i	i	-1.2	i	i	i	i	-10.7
CN(CC(=O)N1CCN(c2ccccn2)CC1)S(=O)(=O)c1ccccc1	i	-5.2	i	i	i	-3.1	i	i	i	i	-2.0
COc1cc(NS(=O)(=O)c2c(C)oc3c(F)c(F)c(F)c(F)c23)cc(OC)c1OC	i	7.2	i	i	i	0.4	i	i	i	i	-17.6
COc1ccc(CCNC(=O)c2n[nH]c(=O)c3ccccc23)cc1	i	-5.4	i	i	i	1.2	i	i	i	i	-9.6
Cc1cccc(NC(=S)N2CCN(S(C)(=O)=O)CC2)c1	i	0.6	i	i	i	-4.4	i	i	i	i	-9.6
CC(=O)Oc1ccc(C(=O)OCC(=O)c2c(N)n(C)c(=O)n(C)c2=O)cc1OC(C)=O	i	-8.5	i	i	i	3.4	i	i	i	i	-7.4
O=C(NCc1cccs1)c1ccc2c(c1)ncn2C1CCCC1	i	-1.6	i	i	i	-3.2	i	i	i	i	-3.2
C=CCn1c(SCC(=O)Nc2cccnc2Cl)nnc1-c1ccc(Cl)cc1	i	-4.3	i	i	i	6.5	i	i	i	i	-5.4
COc1ccc2[nH]c(C(=O)N3CCN(c4ccccc4F)CC3)c(C)c2c1	i	-1.4	i	i	i	9.5	i	i	i	i	-5.4
CNC(=O)C1C(=S)NC(N)=C(C#N)C1c1ccccc1 (stereo not drawn)	i	7.3	i	i	i	7.2	i	i	i	i	-13.6
CCOC(=O)c1ccc(NC(=S)N2CCC(C(N)=O)(N3CCCCC3)CC2)cc1	i	0.6	i	i	i	0.3	i	i	i	i	-1.2
COC(=O)CNC(c1ccccc1)c1cc(C)ccc1NS(=O)(=O)c1ccc(C)cc1 (stereo not drawn)	i	8.9	i	i	i	5.7	i	i	i	i	-9.7
Cc1cc(C(=O)C[N+]2(C)CCOCC2)c(C)n1-c1ccc(Br)cc1	i	4.9	i	i	i	5.0	i	i	i	i	-11.9
Cc1ccc(COc2ccc(-c3nnco3)cc2)cc1	i	3.9	i	i	i	-2.6	i	i	i	i	-4.0
O=C(CN1C(=O)c2ccccc2C1=O)Nc1ccc(-c2nc3ccccc3o2)cc1	i	1.5	i	i	i	-0.5	i	i	i	i	-7.4
CC1=C/C(=N\Nc2ccccc2[N+](=O)[O-])CC(C)(C)C1	i	-1.5	i	i	i	0.5	i	7*	i	i	-5.2
COc1ccc(S(=O)(=O)N2CCc3ccccc32)cc1C(=O)OCc1c(C)noc1C	i	7.3	i	i	i	3.1	i	i	i	i	-5.3
CC(=O)Nc1ccc(-c2csc(N/N=C\c3ccncc3)n2)cc1	i	0.0	i	i	i	1.9	i	i	i	i	-7.1
COc1ccc(OC)c(C(=O)NC(CC(N)=O)c2ccc(N3CCC(N4CCCC4)CC3)c([N+](=O)[O-])c2)c1 (stereo not drawn)	i	5.4	i	i	i	-1.8	i	i	i	i	-5.5
COc1ccc(/C=N/NC(=O)c2ccc(C)cc2)cc1CN1CCN(c2ccc(F)cc2)CC1	i	0.1	i	i	i	6.9	i	i	i	i	-18.6
Cc1ccc(S(=O)(=O)c2nc(Nc3ccccc3)sc2Cl)cc1	i	·	i	·	i	6.4	i	i	i	i	-7.4
c1ccc(-n2nnnc2-n2nnc3ccccc32)cc1	i	9.8	i	i	i	-13.1	i	i	i	i	-3.6
Cc1noc(C)c1-c1nc(CS(=O)(=O)c2ccc(F)cc2)no1	i	·	i	i	i	-17.7	i	i	i	i	-5.2
CC(C)(C)C(=O)/C(C#N)=C/c1cccs1	i	2.3	i	i	i	-5.2	i	i	i	i	-3.2
Cc1noc(C)c1CSCC(=O)OCC(=O)N1CC(=O)Nc2ccccc21	i	-3.4	i	i	i	0.6	i	i	i	i	-8.9
Cc1cc(N2CCOCC2)nc2ccc(NC(=O)CCC(=O)N3CCN(c4cccc(C(F)(F)F)c4)CC3)cc12	i	-6.1	i	i	i	13.9	i	i	i	i	-11.6
CSc1nc(S(=O)(=O)c2ccc(C)cc2)c(Cl)s1	i	1.3	i	i	i	7.0	i	i	i	i	-12.7
Cc1cc2c(=O)oc(-c3ccc(F)cc3)nc2s1	i	7.6	i	i	i	-1.2	i	i	i	i	-10.9
CC(C)Cn1cc(C(=O)NCc2cccs2)c2c3ccccc3n(C)c2c1=O	i	-5.2	i	i	i	-12.9	i	i	i	i	-9.8
Cc1ccc2c(c1)NC(=O)C(CC(=O)NCc1ccc(F)cc1)O2 (stereo not drawn)	i	4.7	i	i	i	-4.3	i	i	i	i	-9.8
O=C(CN(C(=O)c1csnn1)c1cccc(F)c1)NC1CCCC1	i	-2.3	i	i	i	-1.6	i	i	i	i	-4.4
CC(C)CC1Nc2ncnc(N3CCN(c4ccccc4)CC3)c2N(Cc2ccccc2)C1=O (stereo not drawn)	i	0.4	i	i	i	9.0	i	i	i	i	-4.7
C/C(=N/NC(=O)CNC(=O)c1ccncc1)c1ccc(Cl)cc1	i	-0.1	i	i	i	-3.3	i	i	i	i	-4.8
COc1cc(/C=N/NC(=O)C(=O)NCC2CCCO2)cc(Cl)c1O (stereo not drawn)	i	6.8	i	i	i	-0.4	i	i	i	i	-13.4
O=C(c1ccc2c(c1)OCCO2)C1CCN(C(=O)c2ccc(F)c(F)c2)CC1	i	2.1	i	i	i	-10.6	i	i	i	i	-6.9
COc1ccccc1CNC(=O)CN(C)Cc1ccc(SC)cc1	i	1.6	i	i	i	-2.3	i	i	i	i	-12.9
COC(=O)c1ccc(Sc2ccc(C)cc2)c(N)c1	i	1.3	i	i	i	0.9	i	i	i	i	-17.6
Cc1cc(N2CCN(S(=O)(=O)Cc3ccccc3)CC2)n2ncnc2n1	i	3.0	i	i	i	-2.0	i	i	i	i	-10.8
CCc1nnc(NC(=O)[C@@H](NC(=O)c2ccc(OC)cc2)C(C)C)s1	i	-1.4	i	i	i	-9.7	i	i	i	i	-10.2

Going on with the list.
SMILES	RGS4 act	HDAC3 inh	RGS4 inh	ANO1 block	KCNK3 block	SKKanGAS inh	TMEM16A act	KCNQ1 block	KCNK9 inh	KCNQ1 act	hERG rescue
CN(C)C(=O)c1cn(N(C)c2ncc(C(F)(F)F)cc2Cl)c(=O)c2ccccc12	i	-9.8	i	i	i	-2.1	i	i	i	i	-7.2
O=C(Nc1nc2c(F)cc(F)cc2s1)c1ccco1	i	-2.8	i	i	i	-0.2	i	i	i	i	-3.0
Cc1ccc(-n2c(SCC(=O)Nc3cccc(S(=O)(=O)NC4=NCCCCC4)c3)nc3ccccc3c2=O)cc1	i	7.9	i	i	i	9.6	i	i	i	i	-9.8
Cc1onc(-c2ccccc2Cl)c1C(=O)NC1CCS(=O)(=O)C1 (stereo not drawn)	i	-3.6	i	i	i	-0.8	i	i	i	i	-2.9
CCOc1cc(CNCC(C)C)cc(Cl)c1OCc1ccccc1	i	0.5	i	i	i	-14.1	i	i	i	i	-34.2
